IMPase Li inh: IMPase inhibition in cells with lithium potentiation | Potency, µM (titrated, usually from 59.4 µM), without a hit: at the highest dose activity, negative = IMPase inhibition, hits mostly inhibitors | 210,000 tested, 0.35% active | CHO-M1 cells, IP1 TR-FRET (IP-One), carbachol + lithium;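 note: IP1 builds up when IMPase is blocked and the TR-FRET signal falls; potency is the fitted concentration of half-maximal effect; plate controls were basal vehicle for no effect and high inhibitor control for full effect; nearly all actives have a fitted effect of over 50% in size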
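Lithium-sensitised IP1 accumulation assay; M1-expressing CHO cells treated 30 min at 37C with compound. Competitive antibody detection by time-resolved FRET followed a 10 min room-temperature lysis step.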
NPSR antag: blocks cAMP signaling of the human neuropeptide S receptor | CHO-NPSR cells, cAMP TR-FRET, antagonist mode | Q6W5P4 | Potency, µM (series often up to 38.3 µM), without a hit: top-dose activity change, negative = inhibition, actives largely listed as inhibitors | 220,000 tested, 1% active; note: potency is the fitted concentration of half-maximal effect; % is set by controls: 0 for no effect and ±100 for the full control effect; nearly all actives have a fitted effect of over 50% in size; many of its hits are not listed in these tables
Target sequence (Q6W5P4 whole entry, looked up): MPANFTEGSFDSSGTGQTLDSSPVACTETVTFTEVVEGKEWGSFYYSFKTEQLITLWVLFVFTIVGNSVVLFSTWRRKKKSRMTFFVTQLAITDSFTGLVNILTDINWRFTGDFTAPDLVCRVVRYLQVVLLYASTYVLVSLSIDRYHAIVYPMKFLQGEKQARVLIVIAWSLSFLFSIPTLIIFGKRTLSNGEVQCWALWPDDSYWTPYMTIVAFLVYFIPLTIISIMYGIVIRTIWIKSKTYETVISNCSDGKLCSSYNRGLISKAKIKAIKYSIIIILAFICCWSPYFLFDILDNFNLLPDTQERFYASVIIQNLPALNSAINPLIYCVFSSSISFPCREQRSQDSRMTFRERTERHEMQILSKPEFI
L3MBTL1 block: inhibitors of human L3MBTL1 | 230,000 tested, 0.66% active | Q9Y468 | AlphaScreen L3MBTL1–H3K9me1 peptide binding | AID 485360 | Potency, µM (series often up to 57.1 µM), without a hit: at the highest dose activity, negative = inhibition, most hits filed as inhibitors; note: potency is the fitted concentration of half-maximal effect; % is set by controls: 0 for no effect and ±100 for the full control effect; nearly all actives have a fitted effect of over 60% in size
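AlphaScreen proximity signal between nickel-chelate acceptor and streptavidin donor beads (final 10 ug/mL) reports binding of 50 nM L3MBTL1 to 75 nM biotin-H3 K9me1 peptide; complex incubated with compounds 30 min at room temperature; cefsulodin titration as control.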
CBFb RUNX1 block: blocks binding between human CBF-beta and RUNX1; Potency, µM (series often up to 59.8 µM), inactives show at the top dose activity, negative = inhibition, actives largely listed as inhibitors; 230,000 tested, under 10 active; AlphaScreen CBFb-His/RUNX1-biotin binding, biochemical; Q01196+Q13951; note: % of control where 0% means no effect
Target sequence (Q01196 whole entry, looked up): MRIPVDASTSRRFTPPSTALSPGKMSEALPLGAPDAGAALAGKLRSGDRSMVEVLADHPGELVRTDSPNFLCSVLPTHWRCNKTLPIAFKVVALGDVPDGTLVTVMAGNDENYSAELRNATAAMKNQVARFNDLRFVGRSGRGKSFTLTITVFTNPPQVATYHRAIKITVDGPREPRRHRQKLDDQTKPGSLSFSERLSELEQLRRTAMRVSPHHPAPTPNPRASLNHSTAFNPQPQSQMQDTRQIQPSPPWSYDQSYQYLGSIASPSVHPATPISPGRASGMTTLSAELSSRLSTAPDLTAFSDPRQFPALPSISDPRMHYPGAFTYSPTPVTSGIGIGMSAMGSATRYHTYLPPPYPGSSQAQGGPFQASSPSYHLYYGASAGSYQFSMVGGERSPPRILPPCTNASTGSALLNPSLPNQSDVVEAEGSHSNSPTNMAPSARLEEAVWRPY
Target sequence (Q13951 whole entry, looked up): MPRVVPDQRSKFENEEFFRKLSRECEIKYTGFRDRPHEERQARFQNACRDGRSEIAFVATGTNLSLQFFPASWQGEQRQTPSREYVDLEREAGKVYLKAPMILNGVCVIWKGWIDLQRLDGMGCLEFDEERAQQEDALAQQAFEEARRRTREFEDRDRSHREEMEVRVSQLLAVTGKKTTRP
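CBFb-His/RUNX1-biotin, 30 nM each, preincubated 20 min RT; compound 15 min RT; Ni + streptavidin beads 50 ng each, 90 min RT; AlphaScreen read.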
Epigenetic reg: regulators of epigenetic silencing causing reporter derepression in mouse cells | Potency, µM (top dose mostly 53.9 µM), inactives show at the highest dose GFP activation, actives largely listed as activators | 280,000 tested, 0.2% active | murine LDR cells, GFP reporter derepression, 30 h; note: potency is the fitted concentration of half-maximal effect; % of control where 0% means no effect; nearly all actives have a fitted effect of over 60% in size
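GFP-positive cell count by laser-scanning cytometry (objects 20–120 um) after 30 h, 37 C compound exposure of murine LDR cells; reporter is CMV-GFP integrated at a silenced locus, inducible by HDAC or DNMT inhibitors.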
HttQ103 aggreg: inhibitors of mutant huntingtin aggregate formation in PC12 cells; PC12 HttQ103-GFP aggregates, Acumen cytometry, 40 h; Potency, µM (highest dose often 46.1 µM), without a hit: at the highest dose activity change, negative = inhibition, hits mostly inhibitors; 220,000 tested, 1.1% active; AID 1688; note: potency is the fitted concentration of half-maximal effect; % is set by controls: 0 for no effect and ±100 for the full control effect; nearly all actives have a fitted effect of over 60% in size
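Inducible Q103 Huntingtin exon 1–GFP PC12 line, 1500 cells/well in phenol red free DMEM with 5% equine and 5% calf serum. Tebufenozide 100 nM induced expression; compounds titrated; aggregates quantified by cytometry.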
KinaseGlo FLuc: Kinase-Glo luciferase inhibition (counter-screen); 200,000 tested, 0.28% active; Potency, µM (highest dose often 38.3 µM), for the others: top-dose activity change, negative = inhibition, hits mostly inhibitors; Kinase-Glo luciferase, ATP luminescence, 8 min; Q27757; note: potency is the fitted concentration of half-maximal effect; % is set by controls: 0 for no effect and ±100 for the full control effect; nearly all actives have a fitted effect of over 60% in size
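Luminescence was the read-out, taken after 8-minute incubation at ambient temperature. Luciferase turned over luciferin with 10 uM ATP in imidazole pH 7.2 buffer containing KCl, MgCl2, Tween 20 and BSA.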
An asterisk follows results filed as active; ? = inconclusive; · = no result given; & = joins results of further samples; [ ] = another dose, or the depositor's remark. Calls come from the whole dose curve; as a rule, active = well fitted curve in the direction sought with a large enough effect; inconclusive = small, poorly fitted or top-dose-only effect, or another doubt; inactive = no such curve, though single readings can be large; an effect the other way counts as inactive or inconclusive.

Each structure is followed by: IMPase Li inh, NPSR antag, L3MBTL1 block, CBFb RUNX1 block, Epigenetic reg, HttQ103 aggreg, KinaseGlo FLuc
COc1cccc(C(=O)/C=C/Nc2ccc(S(=O)(=O)Nc3cnc4ccccc4n3)cc2)c1
  18%, -14%, 2%, -5%, -0.1%, 0%, -1%
COCCN(CC(=O)NCc1ccc(OC)cc1)C(=O)CCC(=O)Nc1nccs1
  1%[38.3 µM], 3%[46.1 µM], 1%, 8%, 3.3%, 6%, 4%
Cn1c(=O)n(C)c2cc([N+](=O)[O-])c(N3CCN(C(=O)c4ccc(Cl)cc4)CC3)cc21
  4%[38.3 µM], 2%[46.1 µM], -6%, 3%, -0.9%, 8%, -3%
Cc1ccc(C)c2[nH]c(=O)c(CCNC(=O)Cc3cccs3)cc12
  ?, -2%, -2%, -1%[2.36 µM], 3.0%, -16%, 0%
Cc1ccccc1NC(=O)N1CCCC(c2nc(-c3ccc(C(C)C)cc3)no2)C1 (stereo unspecified)
  9%[38.3 µM], ?, 0%, 2%, -1.0%, ?, 11%
Cc1ccsc1C(=O)N1CCCC(CCC(=O)NCc2ccccc2F)C1 (stereo unspecified)
  -1%, 20%, 5%, 6%, -1.6%, -1%[9.22 µM], 1%
CC(=O)N1Cc2cc(N)ccc2Oc2ccccc21
  -5%, 11%, ·, 2%, 2.4%, -7%, 0%
CC(C)CCc1noc(CN2CCC(C(=O)N3CCOCC3)CC2)n1
  ·, 15%, 1%, 2%, -1.1%, 10%[9.22 µM], ·
CC1(C)CC(=O)C(C=NCCN2CCN(C3CC(=O)N(c4ccc(Cl)c(Cl)c4)C3=O)CC2)=C(O)C1 (stereo unspecified)
  3%, -20%, -3%, -4%, 15%, -3%[9.22 µM], -3%
N/C(CCS(=O)(=O)c1ccc(Cl)cc1)=N\OC(=O)c1ccc(Cl)cc1
  ·, 17%, 13%, 7%, 0.0%, 5%[9.22 µM], ·
O=C(Nc1ccccc1)c1nccn1Cc1ccc(F)cc1
  2%, -20%, -2%, 3%, -1.4%, -5%, -2%
CC(C)OC(=O)CSc1nnc(-c2ccccn2)n1N
  ·, 10%, ?, -16%, 2.4%, -2%[9.22 µM], ·
Oc1ccc(C(=S)N2CCN(Cc3ccccc3)CC2)cc1
  ·, 7%, ·, 10%, 1.4%, 9%[9.22 µM], ·
CC(=O)N1N=C2/C(=C/c3ccccc3)CCCC2C1c1ccccc1 (stereo unspecified)
  4%, -10%, 0%, 1%, -0.1%, 7%[9.22 µM], -2%
O=C(Nc1ccc(S(=O)(=O)Nc2nccs2)cc1)c1cc(-c2ccccn2)nc2ccccc12
  -1%, 10%, ?, -22%, -1.3%, 9%[9.22 µM], 0%
O=C1[C@@H]2[C@@H]3C[C@@H]([C@H]4ON=C(c5ccc(Cl)cc5Cl)[C@@H]34)[C@@H]2C(=O)N1C1CCCCC1
  11%, -41%, -3%, 8%, 0.0%, -4%, -5%
Cc1cccnc1CCNC(=O)CC1C(=O)NCCN1CC1CCCCC1 (stereo unspecified)
  2%, -27%, -7%, 3%, 3.2%, 10%[9.22 µM], -1%
COc1ccc(C2OC(=O)CC2C(=O)NC(C)C)cc1 (stereo unspecified)
  ·, 2%[46.1 µM], -2%, 8%, 8.2%, -31%, ·
CC(=O)c1ccc(NC(=O)CSc2nc3nc(C)cc(C)n3n2)cc1
  -5%, 4%, 13%, 4%, -1.0%, 16%, 4%
NC(=O)c1nsc(C(=O)N(CC(=O)NCc2ccc(F)cc2)Cc2ccco2)c1N
  12%[38.3 µM], -9%[46.1 µM], ·, -5%, 0.8%, 24%, -2%
CCN(CC)C(=O)C1CCCN(C/C=C/c2ccccc2)C1 (stereo unspecified)
  37%[38.3 µM], -8%[46.1 µM], 0%, 8%, -3.0%, 3%, 4%
CCn1c(SCc2nc(-c3ccccc3)no2)nnc1-c1ccco1
  10%, 1%[46.1 µM], 2%, 10%, 3.8%, -4%, 1%
COc1cc(C(=O)NC2CCCc3ccccc32)ccc1OCC(=O)Nc1ccc(F)cc1 (stereo unspecified)
  3%, -18%, 6%, 0%, 0.0%, -4%, 1%
COc1cccc(CN2CCCC(C(=O)c3ccc4c(c3)OCO4)C2)c1O (stereo unspecified)
  31%[activator], 15%, -10%, -4%, 7.5%, -7%[9.22 µM], 0%
CC(C)C(NC(=O)c1ccccc1NC(=O)c1ccco1)C(=O)O (stereo unspecified)
  5%, -10%[46.1 µM], 2%, 4%, -1.1%, -14%, 1%
COc1ccc(NC(=O)/C(=C/c2ccc(OC(C)=O)c(OC)c2)NC(C)=O)cc1
  6%, 10%, -1%, -5%, 0.0%, 12%, -2%
Cc1ccc(/C=C2/SC(=S)N(CCCC(=O)Nc3ccc(O)cc3)C2=O)cc1
  11%, 44%, -25%, -19%, -1.2%, 21%[9.22 µM], ·
COc1ccc(C)cc1S(=O)(=O)N1CCC(C(=O)N2CCN(C)CC2)CC1
  -10%, 22%, 9%, -1%, -1.8%, 15%, 4%
Cc1ccccc1C(=O)NNC(=O)C(C)N1C(=O)c2ccccc2C1=O (stereo unspecified)
  5%, -6%[46.1 µM], -11%, 10%, 0.9%, 13%, 6%
COC(C)(C)CCCC(C)C/C=C/C(C)=C/C(=O)O (stereo unspecified)
  -4%&6%&13%, ·, ·, 3%&19%&-6%, 1.1%&1.9%&-1.1%, ·, 1%
CC(=O)N1CCN(S(=O)(=O)c2c(F)cc(F)c(Cl)c2F)CC1
  -12%, 14%, 9%, 13%, ?, 27%, 0%
COc1ccc(Br)cc1/C=C/C(=O)Nc1ccc2ccccc2c1
  7%, -23%, 0%, -3%, -1.5%, -4%, 3%
Nc1nonc1-c1nc2ccccc2n1CC(=O)NC1CCCC1
  4%[38.3 µM], 1%[46.1 µM], 6%, 17%, 4.8%, -6%, -1%
Cc1ccc(OCC(=O)NCCc2c[nH]c3ccccc23)cc1
  2%, 6%, -10%, -14%, -2.8%, -14%[9.22 µM], 0%
COC1CCCCC1Nc1cc(C)cc(C)c1 (stereo unspecified)
  23%[38.3 µM], -2%[46.1 µM], ·, -15%, -2.7%, -7%, -1%
CC(C)Oc1ccccc1C1CC(=O)Nc2cc3c(cc21)OCCO3 (stereo unspecified)
  3%[38.3 µM], ?, 0%, -7%, -1.7%, 9%, 0%
O=C1C2CC=CCC2C(=O)N1c1n[nH]c(CCc2ccccc2)n1 (stereo unspecified)
  11%[38.3 µM], 0%[46.1 µM], ·, 3%, -1.1%, -2%, -4%
Clc1ccc(OCCCc2nc(-c3ccncc3)no2)c(Cl)c1
  20%[38.3 µM], -15%[46.1 µM], 9%, 7%, -1.2%, -27%, -6%
NC(=O)CCCCn1ccc(NC(N)=NCC(F)(F)F)n1
  0%&7%, ·, ·, 30%, 0.4%&0.3%, ·, 1%
Cc1cccc(C)c1NC(=O)N1C2CCCC1CC(NC(=O)C(C)(C)C)C2 (stereo unspecified)
  -1%[38.3 µM], -2%[46.1 µM], 5%, -1%, 1.7%, 4%, -4%
Cc1ccc(-n2c(SCc3nc4ccccc4c(=O)[nH]3)nnc2-c2ccccc2O)cc1
  8%, -27%, 2%, -22%, 1.9%, -9%, 3%
CCn1ncc(C2=NOC(C(=O)NCc3ccc(OC)cc3)C2)c1C (stereo unspecified)
  -19%[38.3 µM], 11%[46.1 µM], 4%, 9%, -1.0%, 23%, -4%
CC(C)N(C(=O)Cc1ccccc1[N+](=O)[O-])C(C)C
  2%, 12%, 6%, 10%, -1.1%, 9%, 0%
O=C(/C=C/c1ccc(Cl)c([N+](=O)[O-])c1)c1ccc(O)cc1
  ·, ?, 3%, -1%, -2.4%, 13%[9.22 µM], ·
CC(C)(C)[C@H]1C=C(C(=O)N2CCN(Cc3ccc4c(c3)OCO4)CC2)O[C@@H](OCCCCO)C1
  -3%, 23%, 0%, 6%, -4.5%, 4%[9.22 µM], ·
CC(C)[C@@H]1CC[C@@H](C)c2c(-c3ccccc3)n[nH]c21
  ·, -14%[46.1 µM], -2%, 1%, -1.0%, 12%, ·
COc1ccc(-c2nnn(CC(=O)c3c[nH]c4ccccc34)n2)cc1OC
  36%[activator][38.3 µM], -19%[46.1 µM], ·, -3%, -1.0%, -13%, -3%
CCN1CCCC1CNC(=O)C1CCN(C(=O)c2cc3sccc3n2Cc2ccc(F)cc2)CC1 (stereo unspecified)
  11%, -12%, ·, 1%, -1.5%, 4%, 0%
O=C(CN1CCN(c2ccccn2)CC1)Nc1cccc(C(F)(F)F)c1
  -9%[38.3 µM], -4%[46.1 µM], ?, 2%, -0.5%, 2%, 8%
Cc1ccc(CC2CC(=O)N(c3cc(C)on3)C2=O)cc1 (stereo unspecified)
  1%[38.3 µM], 2%[46.1 µM], ·, 1%, -5.9%, -13%, 0%
Cc1ccc(C(=O)N/C(=C/c2cccs2)C(=O)NCc2ccco2)cc1
  2%, 13%, 1%, 8%, 0.0%, 21%, -1%
CCN(CC)c1ccc(/C=C/C(=O)C2C(=O)C=C(C)OC2=O)cc1 (stereo unspecified)
  -16%, -18%, ·, -4%, 11µM*, ?, ?
CCOc1ccc2c(c1)C(c1ccc(C)cc1)=NNC(c1ccc(C)cc1)=N2
  3%, -14%[46.1 µM], -25%, 2%, 0.0%, 7%, 0%
O=C(c1ccc(CNc2c(NC3CCCCC3)c(=O)c2=O)cc1)N1CCc2ccccc21
  11%[38.3 µM], -18%[46.1 µM], ·, 1%, -0.8%, 19%, -1%
COC(=O)c1ccc(C(=O)OC)c(NC(=O)CN2CCN(c3ccc(OC)cc3)CC2)c1
  10%[38.3 µM], -15%[46.1 µM], ·, -5%, -0.1%, -8%, -3%

One compound at a time, as listed above. Order of values: IMPase Li inh, NPSR antag, L3MBTL1 block, CBFb RUNX1 block, Epigenetic reg, HttQ103 aggreg, KinaseGlo FLuc
Record of Cc1ccc(C(=O)N/C(=C/c2cccs2)C(=O)NCc2ccco2)cc1 = 2%, 13%, 1%, 8%, 0.0%, 21%, -1%
Record of O=C(c1ccc(CNc2c(NC3CCCCC3)c(=O)c2=O)cc1)N1CCc2ccccc21 = 11%[38.3 µM], -18%[46.1 µM], ·, 1%, -0.8%, 19%, -1%
Record of Cc1ccc(CC2CC(=O)N(c3cc(C)on3)C2=O)cc1 (stereo unspecified) = 1%[38.3 µM], 2%[46.1 µM], ·, 1%, -5.9%, -13%, 0%
Record of COC(=O)c1ccc(C(=O)OC)c(NC(=O)CN2CCN(c3ccc(OC)cc3)CC2)c1 = 10%[38.3 µM], -15%[46.1 µM], ·, -5%, -0.1%, -8%, -3%

Source: PubChem (National Center for Advancing Translational Sciences (NCATS))

The list is partial. The share of hits here may be higher or lower than overall.
